LDHA inh – qHTS assay for inhibitors of human lactate dehydrogenase; L-lactate dehydrogenase A chain (Homo sapiens), P00338; purified LDHA, NADH/diaphorase-resazurin fluorescence; stronger effect = lower value; activity change, % (values are at about 110 or 230 µM); 480,000 compounds, 0.15% hits; AID 1347041, 2019; in the data active = activity change below about -30%; inconclusive = mostly about -25% to -30%;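 also: plate controls were DMSO wells for no effect and wells without enzyme for full effect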
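Human LDH5 (2 nM) was incubated with 0.06 mM NADH and 0.2 mM pyruvate for 5 min at room temperature in Tris pH 7.4. Remaining NADH was coupled through diaphorase/resazurin, and resorufin fluorescence was read at 0 and 20 min.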
Pol kappa inh – qHTS for Inhibitors of Polymerase Kappa; DNA polymerase kappa (Homo sapiens), Q9UBT6; purified Pol kappa, fluorescent DNA synthesis assay, 10 min; Potency, µM (top dose mostly 107 µM), without a hit: at the top dose activity, negative = inhibition, usual class: inhibitors; 400,000 compounds, 0.53% hits; AID 588579, 2011; also: potency is read from the fitted curve at half-maximal effect; % is scaled to controls: 0 for no effect and ±100 for the full control effect
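Kinetic fluorescence screen: compound preincubated 15 min RT with 10 nM enzyme; 50 nM substrate (final) initiates; reads at 0/10 min.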
APE1 inh – qHTS Assay for Inhibitors of the Human Apurinic/apyrimidinic Endonuclease 1 (APE1). DNA repair nuclease/redox regulator APEX1 (Homo sapiens), P27695. recombinant APE1, TAMRA/BHQ-2 abasic DNA cleavage fluorescence. Potency, µM (titrated, usually from 65.8 µM), without a hit: top-dose activity change, negative = inhibition, most hits filed as inhibitors. 350,000 compounds, 0.35% hits;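 also: potency is read from the fitted curve at half-maximal effect; plate controls were vehicle for no effect and reference inhibitor for full effect; nearly all actives have a fitted effect of over 55% in size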
Target sequence (P27695 whole entry, looked up): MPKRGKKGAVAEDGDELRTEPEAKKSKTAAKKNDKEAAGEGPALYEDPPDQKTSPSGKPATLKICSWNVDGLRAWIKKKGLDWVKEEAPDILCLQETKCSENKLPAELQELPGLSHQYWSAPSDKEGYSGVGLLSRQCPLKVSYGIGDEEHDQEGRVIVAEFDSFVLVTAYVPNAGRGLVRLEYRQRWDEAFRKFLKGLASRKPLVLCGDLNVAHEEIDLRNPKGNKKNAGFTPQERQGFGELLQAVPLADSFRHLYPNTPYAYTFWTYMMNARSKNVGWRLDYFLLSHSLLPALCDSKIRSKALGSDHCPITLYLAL
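Kinetic fluorescence read (525 ex/598 em nm, three reads 60 s apart) of AP-site incision; signal = third minus first read. Enzyme 0.75 nM, dual-labelled THF duplex 50 nM, compound preincubation 15 min RT.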
GRP78 ERSR act – qHTS for Inducers of the Endoplasmic Reticulum Stress Response (ERSR) in Human Glioma: qHTS. U87-MG GRP78 promoter luciferase reporter, 16 h. AID 602332, 2012. 420,000 compounds, 0.02% hits. Potency, µM, for inactives: at the top dose activation, most hits filed as activators; also: potency is read from the fitted curve at half-maximal effect; series mostly up to about 76 µM; % of control where 0% means no effect; nearly all actives have a fitted effect of over 35% in size
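Stably transfected U87-MG glioma cells carrying a GRP78-based luciferase sensor; 16 h compound incubation. Luminescence end-point read 10 min after Bright-Glo addition at room temperature.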
BLM helicase inh – qHTS Assay for Inhibitors of Bloom's syndrome helicase (BLM); RecQ-like DNA helicase BLM (Homo sapiens), P54132; recombinant BLM DNA unwinding, fluorescence dequenching; 350,000 compounds, 0.2% hits; Potency, µM (doses to about 56.1 µM), without a hit: at the top dose activity change, negative = inhibition, hits mostly inhibitors;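 also: potency is read from the fitted curve at half-maximal effect; plate controls were vehicle for no effect and no enzyme for full effect; nearly all actives have a fitted effect of over 35% in size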
Anesthetic bind – qHTS Assay for Identification of Novel General Anesthetics | Ferritin light chain (Equus caballus), P02791 | apoferritin/1-aminoanthracene competitive binding, fluorescence | Potency, µM (titrated, usually from 77.5 µM), inactives show at the highest dose activity change, negative = displacement, most hits filed as inhibitors | 350,000 compounds, 0.074% hits | AID 485281, 2010; also: potency is read from the fitted curve at half-maximal effect; % is scaled to controls: 0 for no effect and ±100 for the full control effect; nearly all actives have a fitted effect of over 20% in size
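Steps: apoferritin (10 uM) was premixed with half-saturated 1-AMA in PBS, compounds were pin-transferred, plates stood 10 min at room temperature, fluorescence was read at 380/535 nm, and curves were fitted with a Hill equation.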
POLH inh – qHTS for Inhibitors of Polymerase Eta | Potency, µM (doses to about 114 µM), without a hit: at the top dose activity change, negative = inhibition, hits mostly inhibitors | 390,000 compounds, 1.2% hits | AID 588591, 2011 | recombinant Pol eta, fluorescent DNA replication assay | DNA polymerase eta (Homo sapiens), Q9Y253; also: potency is read from the fitted curve at half-maximal effect; % is scaled to controls: 0 for no effect and ±100 for the full control effect
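Pol eta (10 nM) was preincubated with compounds for 15 min at room temperature, after which fluorescent replication substrate (50 nM final) was added to start the reaction. Fluorescence was read kinetically at 0 and 10 min.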
Pol beta inh – qHTS Assay for Inhibitors of DNA Polymerase Beta; Pol beta primer extension/strand displacement, fluorescence kinetic; AID 485314, 2010; P06746; 340,000 compounds, 1.3% hits; Potency, µM (doses to about 114 µM), for inactives: top-dose activity change, negative = inhibition, usual class: inhibitors; also: potency is read from the fitted curve at half-maximal effect; % is scaled to controls: 0 for no effect and ±100 for the full control effect
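Reaction started by 50 nM substrate onto compound-treated Pol beta (10 nM, 15 min preincubation, room temperature); plates read at 0 min and 10 min. Normalized concentration-effect data fitted by four-parameter Hill equation.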
Pol iota inh – qHTS for Inhibitors of Polymerase Iota. Pol iota fluorescent replication assay, 10 min. Potency, µM (top dose mostly 115 µM), for the others: at the top dose activity, negative = inhibition, usual class: inhibitors. 390,000 compounds, 1% hits. AID 588590, 2011; also: potency is read from the fitted curve at half-maximal effect
Target sequence (Q9UNA4 whole entry, looked up): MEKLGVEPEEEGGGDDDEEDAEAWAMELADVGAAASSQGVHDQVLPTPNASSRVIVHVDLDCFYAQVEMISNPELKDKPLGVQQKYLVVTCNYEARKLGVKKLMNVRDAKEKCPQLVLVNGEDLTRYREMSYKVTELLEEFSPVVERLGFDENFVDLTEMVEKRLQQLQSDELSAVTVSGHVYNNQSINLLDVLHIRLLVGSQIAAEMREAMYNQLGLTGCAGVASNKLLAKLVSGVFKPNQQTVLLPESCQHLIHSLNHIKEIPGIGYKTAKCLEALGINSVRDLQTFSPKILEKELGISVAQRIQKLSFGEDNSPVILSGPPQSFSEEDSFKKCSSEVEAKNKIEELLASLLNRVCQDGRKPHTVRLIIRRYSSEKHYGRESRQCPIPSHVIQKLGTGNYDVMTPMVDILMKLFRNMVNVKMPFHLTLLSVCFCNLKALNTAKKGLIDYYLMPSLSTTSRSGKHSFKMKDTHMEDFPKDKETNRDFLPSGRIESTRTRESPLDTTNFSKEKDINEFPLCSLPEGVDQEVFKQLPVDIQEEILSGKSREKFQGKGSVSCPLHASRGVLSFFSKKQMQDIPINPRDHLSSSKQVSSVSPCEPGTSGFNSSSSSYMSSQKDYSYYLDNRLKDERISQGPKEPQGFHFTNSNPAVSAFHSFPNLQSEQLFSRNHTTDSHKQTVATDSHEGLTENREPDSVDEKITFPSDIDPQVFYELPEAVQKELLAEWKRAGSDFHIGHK
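Pol iota at 10 nM preincubated 15 min with compounds at room temperature; reaction started with fluorescent substrate, 50 nM final. Fluorescence read kinetically at 0 and 10 min; buffer-only wells as negative control.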
Numbers without * were called inactive; u = inconclusive; x = no result given; & = joins results of further samples; [ ] = dose if it differs, or a comment. Unless noted, calls follow the shape of the dose curve; as a rule, active = well fitted curve in the direction sought with a large enough effect; inconclusive = small, poorly fitted or top-dose-only effect, or another doubt; inactive = no such curve, though single readings can be large; an effect the other way counts as inactive or inconclusive.

mol	LDHA inh	Pol kappa inh	APE1 inh	GRP78 ERSR act	BLM helicase inh	Anesthetic bind	POLH inh	Pol beta inh	Pol iota inh
COc1ccccc1NC(=O)CN1C(=O)COc2ccc(C)cc21	-7	-5%	49%	-5%	-2%	-12%	-13%	-4%	89%[activator]
COc1cc(/C=C/CO)cc(OC)c1OC/C=C(\C)CCC=C(C)C	6	-11%	-11%	0%	-13%	-19%	-20%	1%	14%
O=C(Nc1cccc(Oc2ccc(C(=O)O)c(C(=O)O)c2)c1)c1ccc(-c2ccccc2)cc1	-6	89µM*	-7%	-8%	-29%	8%	22µM*	u	u
C/C=C\C=C\C(=O)N1CC2(CC(c3cccc(NC(=O)CC)c3)=NO2)C[C@H]1C(N)=O (some centres undefined)	-1	79µM*	-11%	-1%	-9%	-13%	35µM*	-21%	u
CCCNC(=O)C1CC2Cn3c(nc4ccccc43)C2N1C (centres undefined)	2	-5%	6%	-3%	x	x	-15%	x	u
COc1ccc(/C=N/Nc2nc3ccccc3o2)cc1O	0	-19%	-3%	-11%	-7%	-18%	-17%	10%	2%
Cc1cc(=O)n2nc(N3CCC(C(=O)NCc4cccc(Br)c4)CC3)sc2n1	-2	-2%	79%[activator]	6%	0%	-18%	-24%	1%	39%[activator]
O=C(Nc1ncc(Cc2cccc(C(F)(F)F)c2)s1)C1CCCO1 (centres undefined)	0	-21%	8%	13%	-6%	-6%	-11%	-3%	3%
Cc1cc(C)c(S(=O)(=O)Nc2ccc(Cl)cn2)c(C)c1	-12	-4%	26%	-2%	-3%	-15%	13%	25%	102%[activator]
O=C(CN1CCCC1)Nc1ccc(Br)cc1[N+](=O)[O-]	0	-5%	-1%	3%	-5%	-16%	-19%	4%	24%
O=C(NNC1=NS(=O)(=O)c2ccccc21)c1ccc(Cl)cc1	-9	-7%	2%	-3%	1%	-2%	-13%	2%	-19%
CCc1ccc(NC(=O)CSc2nnc(-c3ccccc3)n2C)cc1	-3	-7%	x	-3%	x	x	x	x	-3%
CC(C)(C)OC(=O)N1CCCC(C(=O)CC#N)C1 (centres undefined)	-1	u	-4%	-5%	-7%	u	-9%	2%	14%
O=C(N(c1ccccc1)c1ccccc1)N(c1ccccc1)c1ccccc1	-3	-26%	5%	-2%	-12%	-1%	-27%	26%	11%
COc1ccccc1N(Cc1ccccc1)S(=O)(=O)c1cccc(C(=O)NC2CC(C)(C)NC(C)(C)C2)c1	-2	-13%	25%	-4%	x	x	-11%	x	24%
CCOc1ccccc1NC(=O)C1CCCN(S(=O)(=O)c2ccc3c(c2)CCCN3C(C)=O)C1 (centres undefined)	-3&10	-8%[60.1 µM]	x	-5%&-3%	-6%	-1%	-13%&11%	u	-7%
O=C(Cc1cccs1)NC1CC(=O)N(c2ccccc2)C1 (centres undefined)	-5	-3%[60.1 µM]	x	2%	-3%	3%	16%	23%	6%
O=C(CN(Cc1ccccc1)C(=O)c1csnn1)NCc1ccccc1	-7	-4%	7%	-1%	3%	-9%	4%	48%	95%[activator]
Cc1ccc(S(=O)(=O)N[C@H](C(=O)NC2CCC(C)CC2)C(C)C)cc1 (some centres undefined)	-5	-4%	-9%	0%	x	x	-5%	x	8%
O=C(Nc1cccc(C(=O)N2CCCC2)c1)C1CCCCC1	-1	-3%	x	-2%	x	x	-10%	x	14%
O=C(Nc1ccc2c(c1)CCC2)Nc1ccc2c(c1)OCO2	2	4%	16%	1%	-13%	0%	3%	27%	-14%
Cc1nnc(SCC(=O)Nc2ccccc2)[nH]c1=O	-6	-11%	2%	-4%	-3%	-7%	0%	8%	-30%
CCCNC(=O)Cn1nc(C(F)(F)F)cc1C	-2	16%	-5%	-1%	-2%	-4%	-3%	3%	23%
O=C(O)C(Sc1ccncn1)c1ccccc1 (centres undefined)	0	5%	-2%	0%	-2%	-5%	11%	5%	-5%
CCOC(=O)C1CCN(S(=O)(=O)c2ccc(OC)c(Cl)c2Cl)CC1	0	-3%	2%	-2%	-10%	-3%	-12%	5%	29%
COc1ccc(CN2CCN(C(=O)CC(C)C)CC2)c(OC)c1OC	-11	4%	2%	-3%	-2%	-4%	7%	7%	2%
CCOC(=O)c1cccc(NC(=O)CC2C(=O)N(c3ccc(Cl)cc3)C(=O)N2C2CCCC2)c1 (centres undefined)	6	-21%	x	0%	-13%	45%[activator]	-17%	-17%	0%
CCC1COCCS(=O)(=O)N1Cc1ccc(C)cc1 (centres undefined)	-1	-2%&4%	1%	0%&-4%	-2%	-24%	1%	0%	10%&41%
CC(C)CCN1C(=O)N(c2ccccc2)C(=O)C1CC(=O)Nc1ccc(Cl)cc1 (centres undefined)	2	-13%[60.1 µM]	x	-4%	-7%	-1%	-18%	-7%	36%[activator]
CN(C)/C=C/C(=O)c1ccccc1F	0	-20%	3%	-1%	-1%	1%	10%	2%	10%

Whole records, looked up by structure. Values in the order: LDHA inh | Pol kappa inh | APE1 inh | GRP78 ERSR act | BLM helicase inh | Anesthetic bind | POLH inh | Pol beta inh | Pol iota inh
Record of O=C(CN1CCCC1)Nc1ccc(Br)cc1[N+](=O)[O-] → 0 | -5% | -1% | 3% | -5% | -16% | -19% | 4% | 24%
Record of O=C(Nc1cccc(Oc2ccc(C(=O)O)c(C(=O)O)c2)c1)c1ccc(-c2ccccc2)cc1 → -6 | 89µM* | -7% | -8% | -29% | 8% | 22µM* | u | u

Following part.
mol	LDHA inh	Pol kappa inh	APE1 inh	GRP78 ERSR act	BLM helicase inh	Anesthetic bind	POLH inh	Pol beta inh	Pol iota inh
CCOC(=O)c1c(S(=O)(=O)N2CCC(C(=O)N3CCN(c4cccc(C)c4C)CC3)CC2)c(C)n(C)c1C	-5	-7%[60.1 µM]	x	-2%	-7%	-3%	-19%	3%	10%
Cc1cc(N2CC34C=CC(O3)C(C(=O)O)C4C2=O)no1 (centres undefined)	4	-8%	-2%	-3%	-2%	-8%	-21%	-2%	-17%
COc1cccc(OC)c1C(=O)N1CCN(S(=O)(=O)c2ccccc2)CC1	-6	-4%	-1%	-11%	-1%	8%	-11%	2%	20%
Cc1nc2ccc(NC(=O)N3CCC(c4ccccc4)C3)cc2nc1C (centres undefined)	0	-4%	0%	4%	-1%	31%[activator]	8%	-1%	12%
CCOc1cc2c(cc1O)C(=NO)CC1C2CCC2(C)C(O)CCC12 (centres undefined)	-3	-10%	x	-3%	x	x	-16%	x	17%
Cc1nnc(NC(=O)c2oc3c(ccc4ccccc43)c2C)s1	0	-16%	-3%	-1%	1%	-10%	-7%	24%	1%
COc1cc(NCC(=O)Nc2cccc(S(=O)(=O)N3CCCCC3)c2)cc(OC)c1OC	10	-19%	-11%	-2%	x	x	-11%	x	49%[activator]
Cc1ccc(C(C(=O)NCc2ccccc2)N(Cc2cccs2)C(=O)c2ccc3c(c2)OCCO3)cc1 (centres undefined)	-7	-17%	-7%	1%	-4%	1%	-10%	-4%	0%
COc1ccc(/C=C/C(=O)c2cc(Br)ccc2O)cc1OC	-1	-4%	-9%	-2%	-14%	u	-4%	0%	1%
CCOC(=O)c1c(CN2CCN(c3ccccc3)CC2)oc2ccc(O)cc12	1	-10%	6%	3%	-4%	-1%	-25%	-27%	31%[activator]
CC(=O)NC(=O)Nc1sc(=S)n(C)c1C	-1	14%	-6%	-5%	-2%	-11%	-7%	4%	0%
Nc1nc2[nH]c(=O)c(=O)[nH]c2c(=O)[nH]1	x	-3%[60.1 µM]	-7%	-6%	6%	4%	x	x	x
COc1ccccc1NC(C)=O	-1	2%	3%	-5%	-2%	-13%	0%	-5%	u
CC(=O)c1ccccc1NC(=O)CSc1nnc2ccccn12	x	x	0%	x	-5%	-7%	x	4%	x
O=C(c1ccccc1Cc1ccccc1)N1CCN(S(=O)(=O)c2ccccc2)CC1	-5	-15%	-2%	-5%	-9%	4%	-15%	24%	1%
Cc1ccccc1-n1c(SCC(=O)N/N=C/c2sccc2C)nc2ccccc2c1=O	2	-4%	-7%	-1%	2%	-13%	-18%	-13%	26%
COc1ccccc1OCC(=O)OCC(=O)Nc1sccc1C(N)=O	-3	-32%	0%	-1%	-10%	-16%	25µM*	u	u
Cc1ccc(/C=c2/sc3nnc(-c4ccccc4Cl)n3c2=O)o1	12	-29%	u	2%	u	u	14µM*	40µM*	u
COC(=O)c1ccc(OC(=O)N2CCOCC2)cc1	-11	5%	-2%	5%	-2%	-7%	-8%	8%	-1%
CCc1ccc(OCC(=O)N2CCc3ccccc32)cc1	-3	0%	-14%	2%	-4%	-3%	-18%	16%	58%[activator]
C=C(C)C(O)/C=C/c1cccc(OC)c1 (centres undefined)	x	x	u	4%	-3%[12.4 µM]	-23%[15.3 µM]	x	x	x
Cc1c(C(=O)Nc2cc(F)ccc2F)sc2nc3n(c(=O)c12)CCCCC3	-1	-4%	-1%	9%	-2%	13%	-1%	7%	12%
CN(C)c1ccnc2sc3c(=O)n(Cc4ccccc4)cnc3c12	-2	-5%	1%	-4%	1%	-20%	2%	20%	-1%
Cc1ccnc(NS(=O)(=O)Cc2ccccc2)c1	-7	1%	-4%	-1%	2%	6%	-4%	-12%	15%

Assay outcomes deposited in PubChem BioAssay by National Center for Advancing Translational Sciences (NCATS).

Not all compounds are listed. The share of hits here may be higher or lower than overall.
